Source: PubChem BioAssay
AmpC detergent: blocks E. coli AmpC beta-lactamase in detergent assay | AmpC hydrolysis of nitrocefin, absorbance 480 nm, 0.01% Triton | Potency, µM (doses to about 114 µM), for the others: at the top dose activity change, negative = inhibition, most hits filed as inhibitors | 370,000 compounds, 0.041% hits | AID 485294;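 also: potency is read from the fitted curve at half-maximal effect; 0% = no-compound wells and -100% = no-enzyme wells; nearly all actives have a fitted effect of over 25% in size; some results filed as inactive show a strong effect at the top dose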
Target sequence (P00811 whole entry, looked up): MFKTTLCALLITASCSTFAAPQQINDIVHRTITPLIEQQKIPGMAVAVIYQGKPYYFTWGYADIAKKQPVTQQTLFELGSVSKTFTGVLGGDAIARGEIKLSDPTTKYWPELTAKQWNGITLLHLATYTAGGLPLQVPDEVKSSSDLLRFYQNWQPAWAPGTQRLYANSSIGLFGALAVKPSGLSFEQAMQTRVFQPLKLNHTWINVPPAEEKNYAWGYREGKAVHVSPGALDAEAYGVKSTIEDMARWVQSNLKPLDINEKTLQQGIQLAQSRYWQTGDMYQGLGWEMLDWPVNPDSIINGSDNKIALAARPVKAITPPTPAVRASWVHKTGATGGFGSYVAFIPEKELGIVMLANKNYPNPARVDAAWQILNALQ
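AmpC (5.3 nM in the dispensed reagent) in 20 mM phosphate pH 7.0 with 0.01% (detergent screen) or 0.0001% Triton X-100 was preincubated with compounds for 15 min at room temperature. Nitrocefin was then added from an 800 uM solution, and hydrolysis was followed at 480 nm.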
AMA1 RON2 block: AMA1-RON2 (P. falciparum) interaction inhibition. AlphaScreen AMA1-biotinylated RON2 peptide binding. Potency, µM (top dose mostly 58.2 µM), inactives show top-dose activity change, negative = inhibition, usual class: inhibitors. 360,000 compounds, 0.2% hits. AID 720542;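 also: potency is read from the fitted curve at half-maximal effect; 0% = vehicle wells and -100% = peptide control; nearly all actives have a fitted effect of over 45% in size; some results filed as inactive show a strong effect at the top dose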
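AMA1 (3D7) with his tag at 25 nM final met compounds first, then biotinylated RON2 peptide at 25 nM; detection used donor plus acceptor beads, 10 µg/mL apiece, read by AlphaScreen after 30 min at room temperature.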
Giardia FBPA inh: inhibitors of Giardia lamblia fructose-1,6-bisphosphate aldolase. AID 2451. 290,000 compounds, 0.71% hits. purified Giardia FBPA. Potency, µM (top dose mostly 59.6 µM), for the others: at the top dose activity, negative = inhibition, most hits filed as inhibitors; also: potency is read from the fitted curve at half-maximal effect; nearly all actives have a fitted effect of over 55% in size
Target sequence (A8B2U2 whole entry, looked up): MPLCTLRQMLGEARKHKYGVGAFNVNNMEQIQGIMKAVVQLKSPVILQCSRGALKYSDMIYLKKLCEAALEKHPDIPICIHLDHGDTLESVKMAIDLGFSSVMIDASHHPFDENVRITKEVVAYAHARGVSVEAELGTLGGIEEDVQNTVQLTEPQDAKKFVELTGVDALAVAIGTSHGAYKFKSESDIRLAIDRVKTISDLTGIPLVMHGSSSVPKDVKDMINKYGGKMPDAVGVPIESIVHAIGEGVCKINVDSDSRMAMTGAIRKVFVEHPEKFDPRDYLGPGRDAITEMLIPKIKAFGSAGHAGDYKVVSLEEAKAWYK
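40 nM FBPA preincubated 10 min at RT with compound (up to 57.5 uM final), then substrate plus GAPDH/TPI/NAD/arsenate coupling and diaphorase/resazurin added. Fluorescence read after 20 min at RT, 525/598 nm.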
HCMV inh: human cytomegalovirus inhibition; 410,000 compounds, 4.5% hits; activity change, negative = inhibition, % at 57.5 µM; HFF cells, HCMV-luciferase reporter, 72 h; hits give low values; in the data active = activity change below about -60%; inconclusive = no clear call, values can overlap the other calls; inactive = above about -39%
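Compounds were evaluated in HFFs infected with an HCMV luciferase reporter virus (MOI 1 PFU/cell). Luciferase in lysates collected 72 h post infection served as the replication measure.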
Sm TGR inh: S. mansoni TGR enzyme inhibition; 360,000 compounds, 3% hits; Potency, µM (series often up to 114 µM), for the others: at the highest dose activity change, negative = inhibition, usual class: inhibitors; Q962Y6; AID 485364; purified TGR, DTNB reduction, TNB absorbance 405 nm; also: potency is read from the fitted curve at half-maximal effect; nearly all actives have a fitted effect of over 60% in size
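TGR 20 nM + NADPH 100 uM (dispensed conc.), cpd preinc 15 min RT; start with NADPH (500 uM addition) then DTNB (15 mM addition). Kinetic TNB absorbance, 405 nm filter. Four-parameter Hill fit across titration.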
AmpC no deterg: AmpC beta-lactamase inhibition without detergent. P00811. AmpC nitrocefin hydrolysis, absorbance 480 nm, 0.0001% Triton. Potency, µM (top dose mostly 57.1 µM), without a hit: at the top dose activity change, negative = inhibition, actives largely listed as inhibitors. 330,000 compounds, 0.52% hits. AID 485341;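 also: potency is read from the fitted curve at half-maximal effect; plate controls were no compound for no effect and no enzyme for full effect; nearly all actives have a fitted effect of over 20% in size; some results filed as inactive show a strong effect at the top dose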
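20 mM phosphate pH 7.0 + 0.01% (detergent screen) or 0.0001% Triton X-100; 5.3 nM AmpC reagent; cpd preinc 15 min RT; nitrocefin (800 uM stock) to start; A480 q20 s × 4 min; Activity was normalised to no-enzyme and no-compound control wells.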
* = called active by the depositor; ? = inconclusive; · = no result given; & = joins results of further samples; [ ] = dose if it differs, or a comment. Unless noted, calls follow the shape of the dose curve; as a rule, active = well fitted curve in the direction sought with a large enough effect; inconclusive = small, poorly fitted or top-dose-only effect, or another doubt; inactive = no such curve, though single readings can be large; an effect the other way counts as inactive or inconclusive. Unless noted, % is scaled to controls: 0 for no effect and ±100 for the full control effect.

SMILES	AmpC detergent	AMA1 RON2 block	Giardia FBPA inh	HCMV inh	Sm TGR inh	AmpC no deterg
COc1ccc(CCNC(=O)CN2C(=O)CSc3ccc(S(=O)(=O)N4CCOCC4)cc32)cc1OC	-1%	-12%	·	?	-3%	46%
CCc1cc(C(=O)NCc2ccccc2)no1	-3%	·	·	27	-1%	·
O=C(O)c1cc(Nc2nc(N3CCOCC3)nc(N3CCOCC3)n2)ccc1Cl	?	-9%	6%	-9	4%	5%
Cc1ccc(-n2nnnc2-c2cnc(-c3cccnc3)nc2C(F)(F)F)cc1	-1%	-1%	-1%	?	-18%	48%
O=C(NC(=S)N1CCN(c2c(Cl)cccc2[N+](=O)[O-])CC1)c1cccs1	-5%	-13%	12%	-9	-22%	?
COc1ccc(C2C(=O)N(C3CCCCCC3)CC(=O)N2CCc2ccccc2)cc1 (stereo unspecified)	-2%	·	·	-19	3%	·
COCCNc1nc(N)c([N+](=O)[O-])c(NC2CCCCC2)n1	0%	-2%	7%	-1	?	-12%
Cc1ccccc1CNC(=O)CCCn1ncn2c(cc3occc32)c1=O	4%&3%	1%	9%	-15&-11	-5%&-6%	2%
O=C(CSc1nc(O)cc(=O)n1-c1ccccc1)N1CCCCC1	-4%	12%	6%	18	8%	-23%
COc1ccc(/C=N/n2c(N)nc(-c3ccccc3)c2-c2ccccc2)cc1	0%	-6%	5%	?	5%	-23%
COc1ccccc1NS(=O)(=O)c1cccc(NC(=O)C2CC(=O)N(Cc3ccccc3)C2)c1 (stereo unspecified)	-3%	-4%	0%	3	4%	27%
O=C(CSCc1ccccc1)NCCCN1CCOCC1	1%	33%	6%	-10	9%	-26%
Cc1ccc(C)n1-c1nnc(N2CCC(C(=O)NCc3ccccc3Cl)CC2)s1	23%	·	·	-17	-21%	·
COc1ccccc1C(=O)Oc1cc(N)n(S(=O)(=O)c2ccc(C)cc2)n1	-9%	-22%	0%[12.9 µM]	69	-28%	-28%
CC1CCN(CC(=O)Nc2ccccc2C(=O)NC2CC2)CC1	-7%	0%	·	-39	-4%	-9%
COC(=O)c1cccc(N(C(=O)c2ccco2)C(C(=O)NC2CCCC2)c2ccc(N3CCOCC3)cc2)c1 (stereo unspecified)	2%	-1%	1%	1	-8%	43%
O=C(CSCc1ccc(F)cc1)Nc1ccccc1	2%	15%	-6%	?	-7%	-26%
NS(=O)(=O)c1ccc(NC(=O)c2ccc(-c3ccccc3)cc2)cc1	-7%	0%	-4%	?	13%	-55%
CSc1ccccc1NC(=S)NC1CCCCC1	-15%	-13%	-2%	-11	0%	-11%[11.4 µM]
CC(C)NC(=O)CN1C(=O)C(C)(C)Oc2ccc(C(=O)NC3CCCCC3)cc21	-5%	10%	-18%	-1	-12%	-13%
CC(C(=O)N1CCc2ccccc21)N(C)CC(=O)Nc1cccc(F)c1 (stereo unspecified)	4%	20%	·	0	-15%	3%
Cc1cccc(N=Cc2c(O)n(C)c(=O)n(C)c2=O)c1	-7%	-6%	10%	24	29%	0%
O=C1C=C(c2ccc(OC(F)(F)F)cc2)C[C@@H](c2ccc(F)cc2)C1	3%	9%	·	·	-2%	-31%
Cc1cccc(NC(=O)CNCC(=O)Nc2cccc(C)c2C)c1C	-5%	59%[activator]	1%	·	0%	2%
O=C(COC(=O)c1ccc2c(c1)OCCO2)NCCC1=CCCCC1	-22%	-2%	7%	44	-15%	-20%
COCCN(C(=O)COC(=O)Cc1cccc2ccccc12)c1c(N)n(Cc2ccccc2)c(=O)[nH]c1=O	-7%	-1%	-22%	-10	-14%	162%[activator]
Cc1c(Cl)cccc1NC(=O)Cn1cnc2nc3c(cc2c1=O)CCCC3	-5%	·	·	23	-4%	·
O=C(CCc1nc2ccccc2[nH]c1=O)OCC(=O)N1CCc2ccccc21	-13%	4%	-1%	0	5%[11.4 µM]	-12%
CCCCOc1ccc(C(O)(CCC)CCN2CCOCC2)cc1 (stereo unspecified)	-6%	-7%	-3%	-29	40µM*	178%[activator]
COCCN(C(=O)c1ccc(OCC(C)C)cc1)c1c(N)n(Cc2ccccc2)c(=O)[nH]c1=O	-18%	-7%	·	-22	-9%	126%[activator]
Cc1nn(C)c(C)c1S(=O)(=O)N(CC(=O)NCCN1CCOCC1)c1ccc(C(C)C)cc1	?	-3%	-1%	-24	6%	-1%
COCCCn1c(=O)c2sccc2n2c(CCCC(=O)Nc3cc(C)cc(C)c3)nnc12	2%	·	·	?	0%	·
COc1ccccc1CNC(=O)c1cc(Sc2cccc(Cl)c2)nc2ccccc12	8%	·	·	-38	4%	·
COc1ccc2[nH]c(C(=O)O)c(CCN3C(=O)c4cccc([N+](=O)[O-])c4C3=O)c2c1	0%	8%	-3%	0	-7%	-18%
Cc1ccc2nc(N(CCN(C)C)C(=O)C3=COCCO3)sc2c1	-3%	-6%	·	4	-5%	8%
Cc1cccc(NC(=O)CCSc2nnc(Cc3ccccc3)o2)c1	-1%	3%	7%	14	-4%	-8%
CNS(=O)(=O)c1cccc(C(=O)OCC(=O)c2ccc3[nH]c(=O)[nH]c3c2)c1	·	-8%	·	-11	·	-18%
FC(F)(F)c1cccc(-c2noc(CN3CCOCC3)n2)c1	-1%	-4%	10%	-11	-1%	12%
O=C(N[C@@H](Cc1ccccc1)C(=O)OCC(=O)N1CCOCC1)c1cccs1	-1%	-10%	2%	7	8%	-5%
CCN(c1ccccc1)S(=O)(=O)c1ccc(C(=O)N(CCCN(C)C)c2nc3cc4c(cc3s2)OCO4)cc1	16%	-23%	·	?	-6%	270%[activator]
Cc1c(Cl)c([N+](=O)[O-])nn1Cc1ccc(C(=O)NN)o1	0%	24%	-4%	21	-4%	2%
Cc1ccc(C)c(N2CCN(C(=O)CCCn3c(=S)[nH]c4cc5c(cc4c3=O)OCO5)CC2)c1	-4%	111%[activator]	2%	-32	-5%	-60%
CCOc1cc(Cl)c(S(=O)(=O)n2cc(C)nc2CC)cc1Cl	-1%	·	·	?	8%	·
C=CCNC(=O)COC(=O)c1ccc(Cl)c(S(=O)(=O)N(Cc2ccccc2)c2ccccc2)c1	?	-11%	16%	-8	3%	44%
Cc1ccc(NC(=O)C2CCN(S(=O)(=O)c3c(C)noc3/C=C/c3ccco3)CC2)nc1	-6%	-6%	7%	-94*	-12%	-27%
CN(CC(=O)Nc1cccc(F)c1)C(=O)CN1C(=O)C2CCCCC2C1=O (stereo unspecified)	4%	-8%	·	-5	0%	2%
CN1C(=O)[C@@H]2C[C@@]3([C@@]45C[C@H]6C(=O)N(C)[C@@H](Cc7ccccc7)C(=O)N6[C@@H]4Nc4ccccc45)c4ccccc4N[C@H]3N2C(=O)[C@@H]1Cc1ccccc1	?	-8%	·	-68*	0%	167%[activator]
COc1ccc(N(CC(=O)NCc2ccc(F)cc2)S(=O)(=O)c2c(C)noc2C)cc1	-12%&0%	-6%	·	?	-6%&5%	14%
Cc1cc2c(cc1C)NC(CC(=O)Nc1ccccc1SC(F)(F)F)C(=O)N2 (stereo unspecified)	7%	·	·	1	1%	·
CC(NC(=O)CC1Sc2ccccc2NC1=O)c1ccccc1 (stereo unspecified)	2%	-21%	8%	-21	3%	-15%
CCOC(=O)C1=NN(C(C)=O)C2(CC(=O)N(c3ccc(C)c(C)c3)C2=O)C1 (stereo unspecified)	-11%	5%	0%	14	-12%	-6%
Cc1oc2nc(SCCCC(=O)NCCCO)nc(N)c2c1C	4%	-9%	1%	3	-30%	-8%
CN(C)Cc1c(O)ccc2occ(C(=O)c3ccc(F)cc3)c12	-9%	2%	13%	-1	-2%	-17%
Cc1ccc(C2CCN(C(=O)Nc3ccccc3)C2)cc1 (stereo unspecified)	-11%	-6%	4%	60	0%	-14%
CC1CCCN(C(=S)NC2CCCC2)C1 (stereo unspecified)	-1%	15%	-6%	-31	-1%	0%[2.29 µM]
COc1ccc(O)c(-c2cc(C(F)(F)C(F)F)nc(-c3ccccc3)n2)c1	0%	-7%	3%	-36	2%	-11%
CC(C)(C)OC(=O)C[C@@H]1C/C=C\C[C@H](CC(=O)NCCO)C(=O)N2CCC[C@H]2COC1=O	·	10%	·	7	·	155%[activator]
CCCn1c(SCC(=O)N2c3ccc(F)cc3CCC2C)nnc1-c1ccccn1 (stereo unspecified)	-3%	12%	5%	-11	-16%	-7%
O=C(Nc1cc(C(F)(F)F)ccc1Cl)c1cccnc1	-17%	14%	13%	?	-17%	-7%
COc1ccc(Cl)cc1NC(=O)CCc1c(C)nc2c(c1C)c(=O)n(C)c(=O)n2C	11%	·	·	-7	4%	·
Cc1onc(-c2ccccc2Cl)c1C(=O)N1CC(C)CC(C)C1 (stereo unspecified)	-1%	0%	1%	?	-15%	34%
COc1ccc(C(CNC(=S)NCc2ccccc2)N2CCCC2)cc1 (stereo unspecified)	-1%	1%	2%	-36	-2%	-44%
